Screens as filed in PubChem.
HTR1E agonist: activates the human 5-HT1E serotonin receptor. actives 0.69% (n = 65,000). P28566. CHO 5-HT1E Ga15 NFAT-bla reporter, FRET; 0% DMSO wells, 100% control agonist wells. activation, % at 6 µM;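 active = activation above a set limit, the screen-wide mean activation plus 3 SD, cut at about 8.5% in these data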;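 also: 100% = positive control agonist at 1 µM giving full maximal response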
Target sequence (P28566 whole entry, looked up): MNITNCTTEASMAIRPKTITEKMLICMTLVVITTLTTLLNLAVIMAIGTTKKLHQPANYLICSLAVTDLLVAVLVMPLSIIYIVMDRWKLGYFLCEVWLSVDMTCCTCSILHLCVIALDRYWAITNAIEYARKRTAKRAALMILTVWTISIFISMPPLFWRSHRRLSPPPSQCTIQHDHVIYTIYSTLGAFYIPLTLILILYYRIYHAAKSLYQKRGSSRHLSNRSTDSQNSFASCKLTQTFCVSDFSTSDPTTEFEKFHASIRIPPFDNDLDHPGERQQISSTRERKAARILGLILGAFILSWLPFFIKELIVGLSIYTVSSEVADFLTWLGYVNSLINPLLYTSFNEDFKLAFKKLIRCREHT
S1P1 ag-PAM: S1P1 (human) agonism or agonism potentiation. P21453. AID 449. activation, % at 9.5 µM. actives 0.57% (n = 56,000). S1P1 CRE-bla cells, forskolin, beta-lactamase FRET, potentiator mode; S1P1 agonist co-added at EC20, 2 nM; 100% = saturating reference agonist, 0% = basal;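 active = activation above a cutoff set at the mean activation of all tested compounds plus 3 SD, cut at about 54% in these data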;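 also: forskolin at 4 µM as EC80 and the EC20 agonist is SEW2871; 100% = SEW2871 at its EC100 plus forskolin at EC80; some compounds past the cut are filed as inactive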
M1 ag: M1 muscarinic receptor agonism | actives 3% (n = 64,000) | CHO-M1 cells, Fluo-4 calcium fluorescence, agonist mode; active compounds read high | AID 626 | B-score at 10 µM;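 active = fluorescence rise, raw or as B-score row- and column-corrected plate score, outside the 99.7% band of its plate's samples, either direction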
5HT1a ag: 5-HT1a (human) receptor agonism | P08908 | CHO 5-HT1a Ga15 NFAT-bla reporter, FRET ratio; 0% basal, 100% maximal reference agonist | activation, % at 10 µM | actives 0.56% (n = 65,000) | AID 567;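 active = activation above the screen-wide mean activation plus 3 SD, cut at about 19% in these data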;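 also: 0% = DMSO wells and 100% = 5-CT at EC100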
M1 antag: blocks the rat M1 muscarinic receptor response to acetylcholine. B-score at 10 µM. P08482. AID 628. CHO-M1 cells, Fluo-4 calcium, ACh EC80 antagonist mode; active compounds read low. actives 3.4% (n = 64,000);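 active = calcium fluorescence response, raw or row-and-column corrected B-score, differing from the plate sample mean either way at a set confidence level, mostly lower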
Target sequence (P08482 whole entry, looked up): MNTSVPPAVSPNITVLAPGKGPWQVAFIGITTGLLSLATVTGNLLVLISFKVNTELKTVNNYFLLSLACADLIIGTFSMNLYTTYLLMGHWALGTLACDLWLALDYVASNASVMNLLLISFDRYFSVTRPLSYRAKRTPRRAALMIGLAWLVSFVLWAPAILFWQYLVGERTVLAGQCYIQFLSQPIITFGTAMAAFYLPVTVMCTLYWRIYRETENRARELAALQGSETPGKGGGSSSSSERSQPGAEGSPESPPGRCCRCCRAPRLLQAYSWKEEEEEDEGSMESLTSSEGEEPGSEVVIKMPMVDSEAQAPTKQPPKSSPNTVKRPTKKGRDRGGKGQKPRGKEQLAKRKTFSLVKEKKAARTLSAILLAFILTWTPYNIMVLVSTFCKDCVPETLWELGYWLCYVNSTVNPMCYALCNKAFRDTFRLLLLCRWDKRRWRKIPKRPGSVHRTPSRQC
5HT1a antag: 5-HT1a (human) receptor antagonism; P08908; CHO 5-HT1a Ga15 NFAT-bla reporter, antagonist mode; inhibition, % at 10 µM; actives 0.68% (n = 62,000); AID 612;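 active = inhibition above the mean of all tested compounds plus 3 SD, cut at about 43% in these data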;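 also: receptor stimulated by 5-CT agonist at 100 nM near EC80; beta-lactamase reporter measured by ratiometric fluorescence of a cleavable substrate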
S1P3 ag: S1P3 (human) receptor agonism; S1P3 NFAT-BLA reporter cells, FRET ratio; relative to 1 µM S1P, basal subtracted; activation, % at 4.5 µM; actives 0.1% (n = 60,000); AID 373;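 active = activation above the screen-wide mean plus 3 SD, cut at about 4.5% in these data, passing the limit was not always enough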; also: some compounds called inactive have numbers as strong as hits
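Benchmarks: high control 1 µM S1P / System: stable CHO line with human S1P3, Gα16, NFAT-BLA reporter / Dosing: single compound concentration, 4.5 µM final / Timing: 4 h compound at 37 °C, 2 h substrate at RT / Measured by: FRET β-lactamase substrate fluorescence, excitation 405 nm, 460/535 nm emission ratio, background-subtracted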
HTR1E antagonist: blocks the human 5-HT1E serotonin receptor; inhibition, % at 6 µM; P28566; AID 571; actives 0.99% (n = 65,000); CHO 5-HT1E Ga15 NFAT-bla reporter, FRET, antagonist;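 active = inhibition above a set limit, the mean inhibition across every tested compound plus 3 SD, cut at about 29% in these data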;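 also: signal is the 460 over 535 nm emission ratio of beta-lactamase substrate; 0% = agonist plus DMSO wells and 100% = wells without agonist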
Jurkat viability: cytotoxic compounds reducing Jurkat cell viability; AID 463; inhibition, % at 4 µM; Jurkat E6.1 viability, ATP luminescence, 48 h; actives 1.2% (n = 56,000);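 active = inhibition above the mean inhibition of all tested compounds plus 3 SD, cut at about 28% in these data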
* = called active by the depositor; nt = not tested or not shown.

SMILES	HTR1E agonist	S1P1 ag-PAM	M1 ag	5HT1a ag	M1 antag	5HT1a antag	S1P3 ag	HTR1E antagonist	Jurkat viability
COc1ccc(-c2nnn(CC(=O)N(CC(=O)NC3CCCC3)c3cccc(C)c3)n2)cc1OC	0.2	-20	-0.011	-0.1	0.25	3	-0.2	7	-6
Cn1c(CNc2ccccc2)cc(=O)n(C)c1=O	0.2	-24	0.24	-2.0	0.42	-3	-0.7	-1	-9
Cc1nn(-c2ccccc2)c2sc(C(=O)OCC(=O)N3CCCCC3)cc12	0.8	-32	-1.1	-0.9	0.31	2	5.4	-4	2
c1ccc(-n2ncc3c2ncn2nnnc32)cc1	0.2	-13	0.11	-4.2	-0.075	-1	0.5	-3	-1
Cc1c(C(=O)NCc2ccccc2Cl)oc2c1C(=O)CCC2	-1.0	-2	-0.0043	-3.2	-0.027	12	-0.8	10	6
Cc1ccnc(N2CCN(c3c4c(c(C#N)c5nc6ccccc6n35)CCC4)CC2)c1	0.3	-4	-0.42	0.4	0.03	nt	0.8	-4	nt
COCCNC(=O)C1CCC(Cn2c(=S)[nH]c3ccccc3c2=O)CC1 (configuration not stated)	0.8	-5	0.085	-0.8	1.3	-2	-0.8	4	3
c1ccc(-c2ccccc2-n2cnnn2)cc1	-0.5	-7	1	-5.3	0.77	1	-0.8	-7	0
CCOC(=O)/C(C(N)=NCc1ccco1)=C(/O)c1ccccc1	0.3	-12	-0.07	-2.3	-0.31	0	-1.0	7	1
CC(=O)Nc1cccc(NC(=O)c2oc3ccccc3c2C)c1	-0.1	-2	2.3*	-1.6	-0.29	-19	0.1	-11	1
CCOC(=O)C1=C(C)NC(=O)NC1c1ccc2c(c1)OCCO2 (configuration not stated)	0.4	9	0.37	-4.2	0.11	8	-0.3	-3	4
CCOc1ccc(CCNc2cc(C)nc3ncnn23)cc1OCC	0.8	-2	-0.079	-2.7	-0.0054	4	-0.2	-2	11
Cc1cc(C(=O)COc2ccc3ccc(=O)oc3c2)c(C)n1Cc1cccs1	0.1	30	-0.14	2.9	0.25	2	-1.0	2	1
CCN(CC)C(=O)Oc1ccc2c(=O)c(-c3ccc(OC)cc3)c(C)oc2c1	0.0	22	0.012	-0.1	-0.056	-18	-0.3	-19	10
O=C(Cn1nnc(-c2ccccc2NC(=O)c2cccs2)n1)Nc1ccccc1	0.8	-6	nt	-1.0	nt	9	-2.1	2	-2
Oc1c(CN2CCc3ccccc3C2)cc(Cl)c2cccnc12	-0.4	11	-0.035	30*	0.14	25	-2.8	18	16
CCOC(=O)C1=C(C)N(C)C(C)=C(C(=O)OCC)C1c1ccccn1	1.4	nt	0.17	1.8	-0.29	-4	-0.5	2	-6
CCS(=O)(=O)N1CCN(C(C)CCc2ccccc2)CC1 (configuration not stated)	-1.1	-8	nt	-4.6	nt	10	-1.4	9	2
Cc1nn(-c2ccccc2)c2sc(C(=O)c3c(N)n(C)c(=O)n(C)c3=O)cc12	0.1	-34	-1.2	0.0	0.25	4	0.4	28	7
Cc1ccc(C2C(C#N)=C(N)Oc3n[nH]c(C)c32)cc1 (configuration not stated)	-0.3	-17	0.98	-3.2	-0.76	9	-1.4	-3	0
Cc1[nH]nc2c1C1(CCOC1C)C(C#N)=C(N)O2 (configuration not stated)	0.3	nt	nt	-0.3	nt	12	-0.7	-2	-2
O=C(c1ccc(Br)o1)N1CCN(C/C=C/c2ccccc2)CC1	-0.6	-16	-0.27	-0.3	-0.22	2	-0.4	-13	0
Cc1sc2c(c1C)c(=O)n(-c1ccccc1)c1nnc(C)n21	-0.1	-23	0.2	2.4	0.037	-4	-0.3	21	-3
CCOc1ccc(N2CC(=O)N/C2=N\c2nc(C)cc(C)n2)cc1	1.6	7	nt	-5.2	nt	10	-0.6	-2	-6

Of the compounds above, 2 have a Cl atom:
SMILES	HTR1E agonist	S1P1 ag-PAM	M1 ag	5HT1a ag	M1 antag	5HT1a antag	S1P3 ag	HTR1E antagonist	Jurkat viability
Cc1c(C(=O)NCc2ccccc2Cl)oc2c1C(=O)CCC2	-1.0	-2	-0.0043	-3.2	-0.027	12	-0.8	10	6
Oc1c(CN2CCc3ccccc3C2)cc(Cl)c2cccnc12	-0.4	11	-0.035	30*	0.14	25	-2.8	18	16

(list continues)
SMILES	HTR1E agonist	S1P1 ag-PAM	M1 ag	5HT1a ag	M1 antag	5HT1a antag	S1P3 ag	HTR1E antagonist	Jurkat viability
Cc1nc(SCn2nnc3ccccc3c2=O)nc(C)c1C	-0.5	-29	-0.41	-1.7	0.003	4	-0.5	20	8
C=CCNc1nc2c(c(=O)[nH]c(=O)n2C)n1CCCCC	0.0	-53	1.1	-5.9	0.23	4	-0.5	0	-1
COc1ccc2[nH]c(C)c(CN3CCC(C)CC3)c(=O)c2c1	-1.3	nt	-0.54	-0.6	-0.48	12	nt	8	nt
Cc1cc(CNC(=O)c2cc(Br)ccc2Cl)nn1C	0.4	3	0.79	-0.1	0.73	0	-0.9	5	3
CCOc1ccccc1NC(=O)CN(c1nccs1)S(=O)(=O)c1ccc(N)cc1	0.4	-9	-0.091	0.4	1	-7	-0.1	-16	-11
O=C(NCCc1c[nH]c2ccccc12)c1ccc(-n2cnnn2)cc1	-0.7	6	-0.086	-4.3	0.061	4	-0.4	10	1
CCc1nnc(N2CCN(c3ncnc4c3oc3ccccc34)CC2)s1	-0.5	nt	9.9*	2.3	-4*	-6	-0.6	9	2
COc1ccc(S(=O)(=O)N2CCN(C(=O)[C@@H]3CCC(=O)N3C3OC(=O)c4ccccc43)CC2)cc1 (some centres not stated)	1.0	-11	0.33	1.4	0.9	-18	0.9	-9	-3
CN(C)c1nc(OCCOC(=O)Nc2ccc(Cl)cc2Cl)nc(N(C)C)n1	0.3	-14	-0.24	0.2	0.14	nt	-3.6	13	nt
COC(=O)C1=C(N)Oc2cc(C)n(CCN3CCOCC3)c(=O)c2C1c1cccnc1 (configuration not stated)	0.1	14	-1	8.2	-0.64	16	-0.6	2	-7
Cc1ccnc(NC(=O)c2ccc(NC(=O)c3ccco3)cc2)c1	0.8	28	1.7	0.2	0.35	1	-1.3	7	0
COc1ccc(C)cc1NC(=O)CNC(=O)Cn1ccc2ccccc2c1=O	0.1	nt	0.51	1.0	0.052	-5	nt	7	nt
COc1ccc(-c2cc(C(F)(F)F)n3nc(C(=O)O)nc3n2)cc1	0.2	-10	0.54	1.8	-0.37	-2	0.0	1	-6
CCC1SC(=NC(=O)c2ccc(Cl)c(Cl)c2)NC1=O (configuration not stated)	0.1	-13	0.042	0.6	0.051	-3	0.3	4	9
C=CCC(=O)OCC(=O)Nc1ccc(Oc2ccccc2)cc1	-0.8	nt	-0.21	-2.0	0.17	4	nt	-2	nt
c1ccc2nc3c(nc2c1)sc1nc2ccccc2n13	-1.1	-21	-0.81	-0.1	0.86	-9	1.3	-13	-3
COc1ccccc1-c1cc(C(=O)NCc2ccco2)no1	-0.6	22	0.62	-3.5	-0.84	7	-1.0	9	-3
COc1ccc(OC)c(CC(NC(C)=O)C(=O)NC2CCN(c3nc(C)cc(C)c3C#N)CC2)c1 (configuration not stated)	-0.4	-12	-0.24	-2.8	0.66	-4	-0.5	-3	-5
Cc1ccc(F)cc1NC(=O)c1cccc2nccnc12	0.0	-5	-0.5	-3.3	0.12	16	-0.6	8	8
CC(=O)c1c(C)[nH]c(C(=O)NCCN2CCC(C)CC2)c1C	-0.3	4	-0.55	-4.6	0.098	0	-0.7	0	2
CCCn1c(=O)c2ccccc2n2c(SCc3c(C(=O)OCC)oc4ccccc34)nnc12	0.5	-48	0.98	-2.1	-0.69	24	13*	1	-8
C=CCN1C(=O)C2(C(C#N)=C(N)Oc3n[nH]c(CCC)c32)c2ccccc21 (configuration not stated)	1.3	4	-0.31	-0.2	-0.2	-4	-0.2	-7	-6
COc1ccc(C(=O)Oc2c(CN3CCOCC3)cc(Cl)c3cccnc23)cc1OC	-0.5	-15	0.24	0.8	0.025	11	0.1	3	1
Cc1cc(C)nc(SCC(=O)Nc2ccc(S(=O)(=O)Nc3onc(C)c3C)cc2)n1	0.3	-16	-1	-0.5	0.39	11	-0.4	-8	-1
CC1CCCCN1C(=O)Cn1c(=O)oc2ccccc21 (configuration not stated)	0.2	2	0.47	-4.4	0.81	-4	-0.9	-11	-3
Cc1ccc(CNC(=O)c2ccc(CN3CCOCC3)cc2)cc1	0.5	nt	-0.052	-1.0	0.39	4	nt	-2	nt
O=C1CCCc2sccc2N1	-0.6	-9	0.59	-1.0	0.76	-2	-0.9	13	1
O=C(Nc1ccc(F)cc1F)c1cc(-c2ccco2)on1	0.5	-54	-0.22	-3.8	0.16	-4	-1.1	-7	-3
O=C1CCCC(O)=C1C=Nc1ccc2c(c1)oc1ccccc12	0.5	0	-1.5	-1.0	-0.49	5	-1.1	-2	5
CCOC(=O)CN(C(=O)CSc1nnc(-c2cccc(OC)c2)o1)c1ccc(F)cc1	-0.1	82*	-0.25	-0.3	0.0014	-10	-0.4	2	1
Cn1c(C(=O)NCCN2CCc3ccccc3C2)cc2c(=O)[nH]c3ccccc3c21	-0.1	-32	-0.46	-1.8	-1.4	-2	-0.4	0	0
CCN(Cc1nc2cc(OC)c(OC)cc2c(=O)[nH]1)C(=O)c1ccc(S(=O)(=O)N(C)C)cc1	0.1	-24	-0.12	-3.5	-1.1	-10	-0.4	-9	11
O=C(NCc1ccco1)c1cc2sccc2n1Cc1ccccc1	-0.5	-22	0.68	-0.7	-1	10	0.1	-8	-1
COc1ccccc1-n1cnc2cc(NC(C)=O)ccc21	-2.3	12	-0.11	0.2	-0.04	26	-0.4	-2	1
CCOC(=O)N1CCN(c2nc(-c3ccc(Cl)cc3)cs2)CC1	-1.0	43	0.31	-1.4	-1.1	0	-2.3	13	8
COc1ccc(Cl)cc1NC(=O)CN1CCC(n2nnc3ccccc32)CC1	0.8	-11	nt	-0.1	nt	-6	0.5	0	11
CCN(Cc1ccccc1)C(=O)Cn1c(=O)n(CC(=O)NCc2ccco2)c(=O)c2sccc21	-0.3	10	0.072	1.2	-0.14	10	0.0	-4	-4
Cc1cc(C)nc(SCC(=O)Nn2cnnc2)n1	0.1	-9	-0.52	-2.4	0.76	13	-0.5	0	-2
CCOc1ccc(-n2c(=O)cc(N3CCN(c4ccc(F)cc4)CC3)[nH]c2=O)cc1	-0.6	-1	-0.0018	-1.2	-0.079	-1	-0.5	-2	-3
CCCOc1ccc(CN(CCO)CCO)cc1C(=O)OC	0.7	18	-0.0062	-3.4	-0.19	4	-1.6	7	-1
O=c1[nH]c(CN2CCCCC2)nc2c1C1(CCCCC1)Cc1ccccc1-2	-0.7	-3	-0.19	3.3	0.47	nt	-3.8	-7	nt
CCOc1ccccc1N1CCN(c2nc3ccccc3nc2C(C#N)C(=O)OC(C)C)CC1 (configuration not stated)	-1.0	11	0.28	-3.8	-0.43	nt	-6.5	11	nt
O=c1c2c(nc3nc(CCc4ccccc4)[nH]n13)CCC2	-0.7	-32	0.0065	-0.7	0.21	8	-0.8	0	6
Cc1nn(Cc2ccccc2)c(C)c1C(=O)OCC(=O)c1cc(C)n(C2CC2)c1C	1.3	55	-0.072	1.4	-0.088	-6	-1.0	-5	0
C=CCn1cc(Cl)c(=O)n(CC=C)c1=O	0.5	-23	-1.2	-2.1	0.15	-13	-1.1	-9	-1
